From PubChem
EPAC2 agonist – EPAC2 (human) agonism; AID 720711; actives 0.079% (n = 360,000); EPAC2 activation, biochemical qHTS; response scale: 100% = 6.5 mM cAMP response; Potency, µM (highest dose often 154 µM), for inactives: top-dose activation, hits mostly activators; Q8WZA2; further: potency means the concentration at half of the fitted maximal effect; nearly all actives have a fitted effect of over 50% in size
Target sequence (Q8WZA2 whole entry, looked up): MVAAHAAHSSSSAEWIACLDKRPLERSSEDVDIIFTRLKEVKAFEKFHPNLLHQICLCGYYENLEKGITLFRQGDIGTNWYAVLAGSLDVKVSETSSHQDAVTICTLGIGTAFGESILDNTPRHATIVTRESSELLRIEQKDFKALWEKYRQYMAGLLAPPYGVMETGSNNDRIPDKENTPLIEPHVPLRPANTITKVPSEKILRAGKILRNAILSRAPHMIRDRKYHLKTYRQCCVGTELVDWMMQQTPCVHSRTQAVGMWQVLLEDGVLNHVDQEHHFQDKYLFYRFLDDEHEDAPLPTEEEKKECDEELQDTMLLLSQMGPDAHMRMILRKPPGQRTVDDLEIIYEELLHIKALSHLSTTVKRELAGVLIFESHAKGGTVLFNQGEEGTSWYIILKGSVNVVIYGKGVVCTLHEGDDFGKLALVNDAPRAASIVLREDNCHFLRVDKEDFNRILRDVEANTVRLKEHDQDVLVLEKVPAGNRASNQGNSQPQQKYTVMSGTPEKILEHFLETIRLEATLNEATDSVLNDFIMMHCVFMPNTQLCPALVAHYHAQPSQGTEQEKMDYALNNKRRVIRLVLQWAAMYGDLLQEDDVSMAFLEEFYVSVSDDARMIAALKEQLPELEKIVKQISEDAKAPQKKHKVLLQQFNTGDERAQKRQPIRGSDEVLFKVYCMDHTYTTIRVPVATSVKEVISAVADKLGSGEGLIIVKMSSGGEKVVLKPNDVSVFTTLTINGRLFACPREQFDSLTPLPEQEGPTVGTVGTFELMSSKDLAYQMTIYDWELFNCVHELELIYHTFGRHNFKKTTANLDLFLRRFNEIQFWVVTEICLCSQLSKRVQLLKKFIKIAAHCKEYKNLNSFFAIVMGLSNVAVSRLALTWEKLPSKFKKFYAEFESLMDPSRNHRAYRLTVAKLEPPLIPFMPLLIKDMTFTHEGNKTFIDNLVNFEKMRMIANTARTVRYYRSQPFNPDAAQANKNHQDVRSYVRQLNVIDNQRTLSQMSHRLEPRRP
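Nucleotide exchange monitored as fluorescence drop when BODIPY-GDP leaves Rap1B. Reaction: 100 nM EPAC2, 250 nM RAP1B-BODIPY-GDP, 50 uM GDP, room temperature, kinetic read over 30 min. Activity expressed relative to 6.5 mM cAMP.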
Nrf2 ARE act – activates Nrf2 signaling | AREc32 ARE-luciferase reporter (MCF7-derived line), luminescence, 24 h | Potency, µM (doses to about 46.1 µM), inactives show at the top dose activation, actives largely listed as activators | actives 0.31% (n = 410,000); further: potency means the concentration at half of the fitted maximal effect; % of control where 0% means no effect; nearly all actives have a fitted effect of over 65% in size
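AREc32 cells carrying an ARE-driven firefly luciferase reporter were seeded at 1000 cells/well in OPTI-MEM with 5% FBS, then exposed to compound for 24 hr at 37 deg C. Luminescence was read with Steady-Glo after 30 min at RT.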
IL-2 act – IL-2 activation; IL-2 activation reporter assay, cell-based qHTS; stimulated with anti-CD3/CD4/CD28 beads; in transgenic mouse T cells; activation, % (series mostly up to about 46 µM); actives 0.065% (n = 360,000); AID 652025; in the data active means activation above about 50%; inconclusive means mostly about 30% to 49%; further: 0% is about no effect
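EGFP and DsRed fluorescence is measured by plate cytometry in unstimulated transgenic mouse T cells exposed to compound for 60 minutes, then stimulated 18 hours at 37 degrees C with anti-CD3/anti-CD4 beads plus anti-CD28.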
ATXN viability – cell viability loss in ATXN counter-screen; S2 cells (HEK-293 line with an ATXN2-luciferase reporter) viability, CellTiter-Fluor protease fluorescence, 24 h; Potency, µM (titrated, usually from 56.7 µM), most hits filed as cytotoxic; actives 0.49% (n = 400,000); further: potency means the concentration at half of the fitted maximal effect; nearly all actives have a fitted effect of over 40% in size
Nrf2 block – Nrf2 pathway inhibition; Potency, µM (titrated, usually from 46 µM), without a hit: at the top dose activity change, negative = inhibition, hits mostly inhibitors; actives 2.1% (n = 360,000); A549 ARE-Fluc reporter, luciferase luminescence, 18-24 h; further: potency means the concentration at half of the fitted maximal effect; on the % scale 0 is the no-effect control and ±100 the full control effect; nearly all actives have a fitted effect of over 60% in size
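Two sequential reads on A549 ARE_Fluc cells exposed to compound for 18-24 h: a CellTiter-Fluor fluorescence read for viability, then a luciferase luminescence read for Nrf2/ARE activity.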
TGFb SMAD3 inh – inhibitors of TGF-b signaling; HepG2 CAGA-GFP TGF-b/SMAD3 reporter, GFP fluorescence, 18 h; TGF-beta stimulated, 500 pg/mL final; Potency, µM (titrated, usually from 46.1 µM), inactives show at the highest dose activity, negative = inhibition, hits mostly inhibitors; actives 1.2% (n = 410,000); AID 588855; further: potency means the concentration at half of the fitted maximal effect; on the % scale 0 is the no-effect control and ±100 the full control effect; nearly all actives have a fitted effect of over 65% in size
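Read-out: total well GFP (ex488/em500-530) summed from mean per-cell fluorescence. Cells: HEPG2 CAGA-GFP, 1% FBS DMEM, 18 h at 37 degrees C with 500 pg/mL final TGF-beta. Unstimulated wells served as the full-inhibition control; stimulated DMSO wells = 0%.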
A549 tox – kills or reduces viability of A549 cells in Nrf2 counter-screen. A549 ARE-Fluc cells, CellTiter-Fluor viability, 18-24 h. Potency, µM (top dose mostly 46 µM), without a hit: at the top dose activity change, negative = cytotoxicity, actives largely listed as inhibitors. actives 0.16% (n = 390,000). AID 504648; further: potency means the concentration at half of the fitted maximal effect; on the % scale 0 is the no-effect control and ±100 the full control effect
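Cytotoxicity counterscreen: CellTiter-Fluor fluorescence was measured in A549 ARE_Fluc cells after 18-24 h of compound exposure in a concentration series. The subsequent BugLite luminescent read reports ARE-luciferase activity.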
ATXN2 expr inh – inhibitors of ATXN2 expression; HEK-293 ATXN2-luciferase reporter, luminescence, 24 h; Potency, µM (top dose mostly 57 µM), without a hit: at the highest dose activity change, negative = inhibition, actives largely listed as inhibitors; actives 0.72% (n = 360,000); AID 1745845; further: potency means the concentration at half of the fitted maximal effect; on the % scale 0 is the no-effect control and ±100 the full control effect; nearly all actives have a fitted effect of over 55% in size
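qHTS (up to 57 uM final) was run with 24 h compound exposure of reporter cells at 37 °C. Each well was multiplexed: SteadyGlo luminescence measured ATXN2-luciferase expression after a fluorogenic Gly-Phe-AFC viability readout (25 uM final).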
HepG2 tox – HepG2 cytotoxicity, counter-screen for TGF-b inhibitors | HepG2 CAGA-GFP viability, ATP luminescence, 18 h | Potency, µM (titrated, usually from 46.1 µM), without a hit: top-dose activity change, negative = cytotoxicity, usual class: cytotoxic | actives 0.76% (n = 410,000) | AID 588856; further: potency means the concentration at half of the fitted maximal effect; some results filed as inactive show a strong effect at the top dose
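HepG2 CAGA-GFP cells (1000/well, DMEM with 1% FBS) received compound, then TGF-beta at 500 pg/mL final, and were incubated 18 hours at 37 degrees C. Viability was read by CellTiter-Glo luminescence. Media-only wells were set as complete cell-killing and DMSO as no toxicity.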
An asterisk follows results filed as active; i = inactive; ? = inconclusive; nt = no result given; [ ] = dose if it differs, or a comment. Unless noted, the call rests on the fitted dose curve; in most records, active means well fitted curve in the direction sought with a large enough effect; inconclusive means small, poorly fitted or top-dose-only effect, or another doubt; inactive means no such curve, though single readings can be large; an effect the other way counts as inactive or inconclusive.

(1) O=C(O)c1ccc(N/N=C/c2ccc(-c3cccc(Cl)c3)o2)cc1
(2) Cc1noc(C)c1/C=N/Nc1ccccn1
(3) COc1cccc(CC(NC(C)=O)C(=O)NC2CCN(S(=O)(=O)c3ccc(F)cc3)CC2)c1OC (stereo not drawn)
(4) O=C(COc1ccc2c(-c3ccccc3)cc(=O)oc2c1)NCCN1CCOCC1
(5) COc1cc(NC(=O)CCCNC(=O)Cn2cnc3sc(C)c(C)c3c2=O)cc(OC)c1OC
screen / no.	1	2	3	4	5
EPAC2 agonist	-4%	0%	-1%	4%	0%
Nrf2 ARE act	3.9%	?	-0.3%	0.2%	1.6%
IL-2 act	-0.8	2.0	-0.4	-2.2	3.1
ATXN viability	?	i	i	i	i
Nrf2 block	?	-2%	-9%	-24%	-11%
TGFb SMAD3 inh	-10%	3%	0%	6%	-17%
A549 tox	?	6%	-12%	3%	2%
ATXN2 expr inh	98%[activator]	-27%	5%	6%	3%
HepG2 tox	-11%	3%	13%	-5%	-11%

(6) Cc1cc(C)n2[nH]c(=O)cc2n1
(7) CCOC(=O)C(=O)Nc1cc([N+](=O)[O-])ccc1C
(8) CCC(C)NC(=O)CN(C)S(=O)(=O)c1ccc2c(c1)c(=O)n(C)c(=O)n2C (stereo not drawn)
(9) CCOc1cc(C2C3=C(CC(C)(C)CC3=O)N(CCOC)C3=C2C(=O)CC(C)(C)C3)ccc1OC
(10) O=C(CCN1C(=O)/C(=C/c2ccccc2Cl)SC1=S)Nc1ccccc1C(=O)O
screen / no.	6	7	8	9	10
EPAC2 agonist	2%	13%	6%	1%	-1%
Nrf2 ARE act	0.0%	-0.1%[9.22 µM]	-0.9%	0.0%	?
IL-2 act	-3.3	0.3	-1.3	0.1	-1.4
ATXN viability	?	i	i	?	i
Nrf2 block	nt	10%	-4%	19%	-2%
TGFb SMAD3 inh	0%	-15%	12%	-6%	0%
A549 tox	nt	11%	-7%	-13%	1%
ATXN2 expr inh	nt	4%	0%	-26%	7%
HepG2 tox	-15%	-13%	-3%	-6%	0%

From entry 6 up to 7, as listed above:
(6) Cc1cc(C)n2[nH]c(=O)cc2n1
(7) CCOC(=O)C(=O)Nc1cc([N+](=O)[O-])ccc1C
screen / no.	6	7
EPAC2 agonist	2%	13%
Nrf2 ARE act	0.0%	-0.1%[9.22 µM]
IL-2 act	-3.3	0.3
ATXN viability	?	i
Nrf2 block	nt	10%
TGFb SMAD3 inh	0%	-15%
A549 tox	nt	11%
ATXN2 expr inh	nt	4%
HepG2 tox	-15%	-13%

Continued.
(11) O=C1NC(=Nc2ccc(Cl)cc2)SC1Cc1cc(Cl)ccc1Cl (stereo not drawn)
(12) COc1ccc(C(C)(O)c2nc(-c3cccc(F)c3)cs2)cc1 (stereo not drawn)
(13) COC(=O)c1cnc(SC)nc1C
(14) FC(F)(F)C1CC(c2cccs2)Nc2ncnn21 (stereo not drawn)
(15) Cc1c(NC(=O)c2cccc(NC(=O)Cc3c(F)cccc3Cl)c2)c(=O)n(-c2ccccc2)n1C
screen / no.	11	12	13	14	15
EPAC2 agonist	-5%	2%	4%	4%	11%
Nrf2 ARE act	4.3%	-0.3%	-0.1%	-0.3%	-0.1%
IL-2 act	-0.3	-0.6	1.3	-0.6	0.0
ATXN viability	i	i	i	i	i
Nrf2 block	?	nt	6%	-18%	?
TGFb SMAD3 inh	?	-20%	4%	-1%	-1%
A549 tox	8%	nt	nt	-4%	5%
ATXN2 expr inh	-9%	-11%	-2%	-1%	-18%
HepG2 tox	-18%	-38%	-27%	-8%	-1%

(16) CCCc1oc2c(c(=O)c1CC)C(=O)CC(C)(C)C2
(17) CN1CCN(C(=O)c2ccc(Cl)c(S(=O)(=O)N3CCCCCC3)c2)CC1
(18) COc1cccc(C2c3c(C)nn(-c4ccc([N+](=O)[O-])cc4)c3N=C3C(=O)Nc4ccccc4N32)c1 (stereo not drawn)
(19) O=S1(=O)CC(N2CCCCC2)CN1Cc1cn(Cc2ccc(Cl)cc2)nn1 (stereo not drawn)
(20) CC(=O)N1CCCc2cc(S(=O)(=O)N(C)CC(=O)Nc3ccc(F)c(Cl)c3)ccc21
screen / no.	16	17	18	19	20
EPAC2 agonist	-8%	6%	17%	7%	nt
Nrf2 ARE act	-0.9%	-0.4%	2.2%	0.1%	0.1%
IL-2 act	-3.1	0.1	-0.2	-0.3	nt
ATXN viability	?	i	?	i	i
Nrf2 block	8%	?	?	nt	nt
TGFb SMAD3 inh	-11%	-4%	0%	nt	-23%
A549 tox	-8%	-5%	-17%	nt	-10%
ATXN2 expr inh	-1%	-37%	-31%	0%	?
HepG2 tox	-22%	-16%	-32%	nt	-26%

(21) Cc1ccc(S(=O)(=O)N2CCCc3cc(NS(=O)(=O)c4cccc(Cl)c4)ccc32)cc1
(22) Cc1cccc(N2CCN(C(=O)CSc3nc4ccccc4nc3N3CC(C)OC(C)C3)CC2)c1C (stereo not drawn)
(23) Cc1ccc(C)c2c1[nH]c1ccccc12
(24) Cc1cccc2c1cnn2C(=O)Nc1ccccc1Cl
(25) O=C(Cn1ncc2c3ccccc3n(Cc3ccc(Cl)cc3)c2c1=O)NCc1ccccn1
screen / no.	21	22	23	24	25
EPAC2 agonist	nt	-5%	11%	14%	nt
Nrf2 ARE act	-1.7%	-0.1%	0.0%	7.7%	0.1%
IL-2 act	nt	-3.0	-1.8	-0.7	nt
ATXN viability	?	i	i	i	i
Nrf2 block	nt	?	-10%	?	7%
TGFb SMAD3 inh	10µM*	-18%	5%	-11%	53%
A549 tox	?	?	2%	-1%	10%
ATXN2 expr inh	?	-33%	-1%	43%[activator]	11%
HepG2 tox	-16%	-31%	-26%	-23%	30%

(26) CCCCC(O)(CCCC)C(=O)NN(C(=O)c1cccnc1Cl)c1ccccc1
(27) Cc1c(NS(=O)(=O)c2ccc(NC(=O)CCC(=O)O)cc2)c(=O)n(-c2ccccc2)n1C
(28) O=C(COc1c(CO)cc(Br)cc1CO)NC1CCCc2ccccc21 (stereo not drawn)
(29) CN1OC[C@@H]2CN(S(=O)(=O)c3cccc4ccccc34)[C@H](c3ccc(-c4cccnc4)cc3)C[C@@H]21
(30) Cc1cc(C)c(S(=O)(=O)NCCc2cc3c(C)ccc(C)c3[nH]c2=O)c(C)c1
screen / no.	26	27	28	29	30
EPAC2 agonist	1%	5%	10%	4%	nt
Nrf2 ARE act	-0.1%	-0.4%	-0.7%	4.2%	-0.7%
IL-2 act	2.4	0.2	-0.7	-1.2	nt
ATXN viability	i	i	i	?	i
Nrf2 block	1%	4%	?	nt	4%
TGFb SMAD3 inh	0%	0%	8%	4%	8%
A549 tox	-8%	0%	-2%	nt	2%
ATXN2 expr inh	-14%	4%	-8%	-28%	0%
HepG2 tox	4%	1%	0%	-26%	-3%

(31) Cc1ccc(SC(CC(=O)c2ccc(F)cc2)C(=O)O)cc1 (stereo not drawn)
(32) COc1cccc(NC(=O)COc2cc(C)cc3oc(=O)cc(C)c23)c1
(33) Cc1ccc(C(=O)O)cc1NS(=O)(=O)c1ccc2c(c1)oc(=O)n2C
(34) COCCOC(=O)C(C#N)c1nc2ccccc2nc1N1CCCC1 (stereo not drawn)
(35) O=C(Cn1cccc1C(=O)c1ccccc1)NCc1ccco1
screen / no.	31	32	33	34	35
EPAC2 agonist	10%	-2%	15%	0%	6%
Nrf2 ARE act	?	-0.2%	-0.3%	-0.1%	3.7%
IL-2 act	1.6	-4.7	2.7	-0.5	3.8
ATXN viability	i	i	i	i	?
Nrf2 block	-20%	-9%	6%	-10%	6%
TGFb SMAD3 inh	3%	-3%	-1%	5%	12%
A549 tox	-23%	-5%	2%	?	-1%
ATXN2 expr inh	-17%	-7%	27%	-11%	3%
HepG2 tox	-12%	2%	13%	6%	9%

(36) O=S(=O)(Nc1ccccn1)c1ccc(Br)cc1
(37) CCOC(=O)/C=C/C(=O)OCC(=O)Nc1cccc(Cl)c1Cl
(38) C(=N\Nc1ccc2ccccc2n1)/c1ccc2c(c1)OCCO2
(39) CCN(C[C@H]1N[C@@](CC)(C(=O)OC)[C@H]2C(=O)N(C)C(=O)[C@@H]12)S(=O)(=O)c1ccc(OC)cc1
(40) CCC(C(=O)NC1CCCC1)N(Cc1ccco1)C(=O)Cn1nnc(-c2ccc(C)cc2)n1 (stereo not drawn)
screen / no.	36	37	38	39	40
EPAC2 agonist	4%	1%	16%	6%	-4%
Nrf2 ARE act	0.7%	28%	-1.6%	-0.7%	0.6%
IL-2 act	0.5	-2.6	0.5	-0.6	0.1
ATXN viability	i	i	?	i	?
Nrf2 block	1%	1%	?	20%	?
TGFb SMAD3 inh	5%	-27%	16µM*	2%	-18%
A549 tox	7%	3%	-6%	-3%	4%[1.84 µM]
ATXN2 expr inh	1%	1%	?	2%	-12%
HepG2 tox	5%	-26%	-65%	11%	-24%

(41) COc1ccc(OC)c(NC(=O)CCCNC(=O)Cn2cnc3sc(C)c(C)c3c2=O)c1
(42) COc1ccc(NC(=O)C2=C(C)C(=O)OC23CCN(C(C)C)CC3)cc1Cl
(43) CC(Oc1ccc(C(C)(C)C)cc1)C(=O)NCC(c1ccco1)N1CCCC1 (stereo not drawn)
(44) O=C(NCC(c1ccc(Cl)cc1)N1CCOCC1)c1ccccc1F (stereo not drawn)
screen / no.	41	42	43	44
EPAC2 agonist	-5%	nt	3%	nt
Nrf2 ARE act	-0.1%	3.3%	3.0%	3.1%
IL-2 act	-0.8	nt	0.1	nt
ATXN viability	i	i	i	i
Nrf2 block	-13%	?	9%	7%
TGFb SMAD3 inh	7%	0%	-11%	-1%
A549 tox	0%	0%	0%	-4%
ATXN2 expr inh	5%	-2%	-18%	1%
HepG2 tox	-1%	-13%	-9%	-4%

Compounds were not picked by outcome; about 4.3% have a hit in one of these screens.
